beta cell repl: inducers of MIN6 beta-cell proliferation, primary screen, ATP luminescence, uHTS; MIN6 cells proliferation, ATPlite luminescence, 48 h; cells starved in 0.2% serum; 100% = growth in 10% serum; proliferation, % at 10 µM; 0.29% of 330,000 active;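 active = compounds whose signal lies at least 3.5 SD above the mean of all wells on their plate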;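 note: 0% = DMSO-treated cells in low-serum medium and 100% = 10% serum control; some compounds called inactive have numbers as strong as hits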
NALP3 yeast inh: NALP3 inflammasome inhibitors in reconstituted yeast, primary screen, luminescence, uHTS. Yeast reconstituted NLRP3/ASC/caspase-1, beta-gal luminescence, 24 h. inhibition, % at 10 µM. 0.39% of 330,000 active;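 active = inhibition of 50% or more; inactive = inhibition below 50%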;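 note: plate controls were induced DMSO wells for no effect and uninduced yeast grown without galactose for full effect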
SENP1 inh: human SENP1 catalytic domain inhibitors, primary screen, biochemical, FRET, uHTS; Sentrin-specific protease 1 (Homo sapiens), Q9P0U3; recombinant SENP1 catalytic domain, CyPet-SUMO1-YPet FRET cleavage; inhibition, % at 10 µM; 0.21% of 360,000 active;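 active = inhibition at least 30% at 10 µM, raw YFP signal under a set limit, fluorescence ratio 0.5 to 1.5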;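 note: 0% = enzyme with DMSO and 100% = no enzyme wells; some results filed as inactive read as strong as hits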
Target sequence (Q9P0U3 419-644 limits assumed): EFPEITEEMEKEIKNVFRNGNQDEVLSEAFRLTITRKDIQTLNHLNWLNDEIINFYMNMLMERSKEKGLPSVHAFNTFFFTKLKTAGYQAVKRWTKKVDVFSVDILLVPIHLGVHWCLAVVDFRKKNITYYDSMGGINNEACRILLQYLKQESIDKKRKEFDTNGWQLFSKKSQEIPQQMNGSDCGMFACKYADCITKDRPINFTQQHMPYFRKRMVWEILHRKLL
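material = recombinant human SENP1 catalytic domain, His6-tagged | quantity = 20 pM enzyme | reagent = 25 nM SUMO1 FRET substrate | compound dosing = 10 µM single point, 0.5% DMSO | timing = 50 min enzyme reaction, room temperature, light-protected | detection = FRET, CFP and YFP emission | control set = no-enzyme low, enzyme-DMSO high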
APOBEC3A inh: APOBEC3A ssDNA deaminase inhibitors, primary screen, selectivity assay for APOBEC3G inhibitor project, biochemical, FAM/TAMRA oligo cleavage fluorescence. AID 493011, 2011. recombinant A3A, FAM/TAMRA ssDNA deamination fluorescence. DNA dC->dU-editing enzyme APOBEC-3A (Homo sapiens), P31941. inhibition, % at 20 µM. 0.41% of 330,000 active;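 active = at least 40% inhibition at 20 µM here, with at most 30% in a related deaminase screen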;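 note: plate controls were A3A with DMSO for no effect and wells lacking A3A enzyme for full effect; some results filed as inactive read as strong as hits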
Target sequence (P31941 whole entry, looked up): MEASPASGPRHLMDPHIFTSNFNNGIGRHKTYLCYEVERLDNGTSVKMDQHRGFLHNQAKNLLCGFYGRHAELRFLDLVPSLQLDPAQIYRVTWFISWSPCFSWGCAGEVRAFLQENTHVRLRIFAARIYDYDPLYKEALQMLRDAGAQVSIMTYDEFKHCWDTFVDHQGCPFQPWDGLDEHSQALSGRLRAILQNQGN
A3G deaminase: APOBEC3G DNA deaminase inhibitors, primary screen, biochemical, fluorescence, single-stranded DNA substrate, uHTS | DNA dC->dU-editing enzyme APOBEC-3G (Homo sapiens), Q9HC16 | recombinant A3G, ssDNA deamination FAM/TAMRA fluorescence | inhibition, % at 20 µM | 0.28% of 330,000 active | AID 493012, 2011;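 active = inhibition of at least 40% at 20 µM, with no more than 30% in the related APOBEC3A deaminase screen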;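 note: plate controls were DMSO wells with A3G for no effect and wells lacking A3G enzyme for full effect; some compounds called inactive have numbers as strong as hits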
mIAP act: activators of mouse IAP, primary screen, biochemical, luminescence, uHTS | intestinal alkaline phosphatase [Mus musculus] | muIAP, CDP-Star luminescence, 30 min; stronger effect = higher value; 1 = vehicle-only enzyme signal, 0 = enzyme-free wells | activation factor at 10 µM | 0.24% of 330,000 active | AID 2805, 2010;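 active = activation factor of at least 2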; note: the source names both 10 and 20 µM as test concentration; values of inactives mirror those of a sister screen read the other way
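System: Mouse IAP enzyme | Also added: CDP-Star substrate | Dosing: Compounds dispensed in DMSO | Schedule: 30 min enzyme-substrate-compound incubation at room temperature | Technique: Chemiluminescence readout | Control set: DMSO-only wells and no-enzyme negative control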
hIAP block: human IAP inhibitors, primary screen, biochemical, luminescence, uHTS; Intestinal-type alkaline phosphatase (Homo sapiens), P09923; purified IAP, CDP-Star luminescence, 30 min; inhibition, % at 10 µM; 0.12% of 330,000 active; AID 2544, 2010;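 active = inhibition reaching a set limit with compound at 10 µM in the primary screen, cut at about 35% in these data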;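 note: plate controls were DMSO wells with enzyme for no effect and no-enzyme buffer wells for full effect; values of inactives mirror those of a sister screen read the other way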
Target sequence (P09923 whole entry, looked up): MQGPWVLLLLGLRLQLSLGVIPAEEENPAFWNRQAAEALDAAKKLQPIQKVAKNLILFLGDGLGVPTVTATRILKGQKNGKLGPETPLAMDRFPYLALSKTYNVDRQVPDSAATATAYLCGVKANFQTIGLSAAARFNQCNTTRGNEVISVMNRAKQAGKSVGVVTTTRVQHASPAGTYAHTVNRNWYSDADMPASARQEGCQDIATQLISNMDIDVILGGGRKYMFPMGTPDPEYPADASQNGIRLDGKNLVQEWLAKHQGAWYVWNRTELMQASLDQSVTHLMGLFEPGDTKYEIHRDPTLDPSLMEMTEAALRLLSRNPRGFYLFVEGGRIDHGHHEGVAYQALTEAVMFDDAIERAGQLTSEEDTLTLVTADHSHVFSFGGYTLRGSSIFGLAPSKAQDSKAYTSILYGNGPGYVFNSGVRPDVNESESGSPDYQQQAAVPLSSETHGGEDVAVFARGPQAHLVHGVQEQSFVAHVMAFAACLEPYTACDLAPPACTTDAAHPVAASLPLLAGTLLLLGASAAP
hIAP activ: human IAP activators, primary screen, biochemical, luminescence, uHTS; purified human IAP, CDP-Star luminescence, 30 min; stronger effect = higher value; 1 = vehicle-only enzyme, 0 = enzyme-free background; 0.16% of 330,000 active; activation factor at 10 µM; Intestinal-type alkaline phosphatase (Homo sapiens), P09923;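 active = activation factor of the enzyme at least 2-fold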; note: the source names both 10 and 20 µM as test concentration; values of inactives mirror those of a sister screen read the other way
mIAP inh: inhibitors of mouse IAP, primary screen, biochemical, luminescence, uHTS. intestinal alkaline phosphatase [Mus musculus]. purified mouse IAP, CDP-Star luminescence, 30 min. inhibition, % at 10 µM. 0.2% of 330,000 active. AID 2806, 2010;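 active = inhibition of at least 40% at 10 µM in the primary screen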;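 note: plate controls were DMSO with enzyme for no effect and no enzyme wells for full effect; values of inactives mirror those of a sister screen read the other way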
* = called active by the depositor; i = inactive; · = not tested or not shown.

SMILES	beta cell repl	NALP3 yeast inh	SENP1 inh	APOBEC3A inh	A3G deaminase	mIAP act	hIAP block	hIAP activ	mIAP inh
CC(C)C(=O)NNC(=O)c1csc(CS(=O)(=O)c2ccc(Cl)cc2)n1	-1	3	0	-1	-8	0.88	-30	1.3	12
Cc1cc(Br)ccc1NC(=O)CN(C)Cc1cccs1	-1	12	0	-1	-9	1.1	3	0.97	-8
CCOC(=O)c1cc(C(=O)Nc2ccc(S(=O)(=O)Nc3ccc(OC)cc3)cc2)nn1C	-3	-15	-1	-2	-5	1	-40	1.4	0
Cc1ccc(C)c(S(=O)(=O)N2CCN(C(=O)CCc3c[nH]c4ccccc34)CC2)c1	5	20	-2	-2	-6	1.1	-14	1.1	-9
COc1ccc(C(=O)NC2CCN(C(=S)NCCc3ccccc3)CC2)cc1	-3	26	2	-2	-3	1	-3	1	-4
CC(NC(=O)C1CCN(c2nnc(N3CCCC3=O)s2)CC1)c1ccccc1 (stereo not given)	-4	3	3	2	5	1	16	0.84	-4
O=C(NCc1ccc(F)cc1)C1CCCN1C(=O)Nc1ccccc1 (stereo not given)	-1	20	2	-1	2	1	-10	1.1	-4
CCc1nn(CCCC(=O)Nc2ccc(C)cc2C)c(=O)c2cc3occc3n12	1	14	-6	-5	-5	0.99	-9	1.1	1
c1cncc(-c2nc(N3CCOCC3)c3c4c(sc3n2)CCC4)c1	6	13	-6	0	6	0.98	13	0.87	2
Cc1cc(S(=O)(=O)N2CCOCC2)ccc1OCC(=O)Nc1cccc(F)c1	-3	-2	0	2	-8	1.1	4	0.96	-14
COc1cc(/C=N/NC(=O)CCN2CCN(C)CC2)cc2c1OCO2	-1	17	1	0	-11	0.99	13	0.87	1
N#Cc1cc([N+](=O)[O-])ccc1N1CCN(c2ccccc2O)CC1	-2	-11	2	2	-2	0.96	13	0.87	4
Cc1[nH]nc(-c2ccc(O)cc2O)c1-c1nc2ccccc2s1	-3	12	-9	0	-9	0.98	-40	1.4	2
O=C(Cn1cnc2c(nnn2Cc2ccc(F)cc2)c1=O)NCc1ccc2c(c1)OCO2	-2	3	-1	-1	-3	0.96	8	0.92	4
O=C(COC(=O)Cn1cnc2ccccc21)Nc1ccccc1C(F)(F)F	-2	9	3	-3	-8	0.93	2	0.98	8
CCOC(=O)C1(CCOc2ccccc2)CCN(CC=C(C)C)CC1	-1	16	-1	-5	2	0.84	-1	1	16
CC(C)Oc1ccc(C(=O)Nc2ccc(NC(=O)c3ccco3)c(Cl)c2)cc1	-1	18	1	-4	1	1.1	-32	1.3	-12
CCc1cccc(NS(=O)(=O)c2c(C)nc3sc(CC)nn3c2=O)c1	0	8	-2	-3	-10	0.97	3	0.97	3
N#Cc1ccc[n+](CC(=O)c2ccc(NC(=O)c3ccccc3)cc2)c1	-3	8	-30	-4	-3	0.9	-11	1.1	10
CCCn1c(SCC(=O)OCc2ccccc2)nc2c1c(=O)n(C)c(=O)n2C	-1	0	1	0	-1	0.98	-9	1.1	2
O=C(Cn1nnc2c(cnn2-c2ccc(F)cc2)c1=O)c1ccccc1F	-2	-6	-13	-1	-4	0.94	-10	1.1	6
CC(=O)C1=C(C)NC2=C(C(=O)CC(C)(C)C2)C1C (stereo not given)	-2	15	-71	-4	-4	0.93	0	1	8
COc1ccc(S(=O)(=O)N2CCOCC2)cc1NC(=O)c1cccs1	-2	9	1	-3	-3	1.2	-3	1	-21
COc1cc(OC)c(C2SCCS2)c(OC)c1	0	2	0	5	1	0.85	-32	1.3	14
Nc1c2c(nc3ccc(Br)cc13)N(C1CCCCC1)CC2	-5	-4	·	0	-5	0.88	5	0.95	12
Clc1ccc(N2CCN(c3cnc4ccccc4n3)CC2)cc1	-2	22	1	-7	-6	0.81	-6	1.1	18
CCOC(=O)c1cnc2c(OC)cccc2c1NCc1cccnc1	-1	-4	1	-2	-2	1	-40	1.4	0
CCCOC(=S)Nc1ccccc1	-4	22	1	0	-7	1.1	1	0.99	-7
Cc1ccc(C2(C)NC(=O)N(CC(=O)N(C)CC(=O)Nc3cccc(F)c3)C2=O)cc1 (stereo not given)	-1	11	0	1	-1	0.91	16	0.84	9
Cc1ccc(C(NC(=O)NC(C)c2ccccc2)C(Cl)(Cl)Cl)cc1F (stereo not given)	0	14	2	0	-5	14*	13	0.87	i
CCOC(=O)N1CCN(C(=O)Nc2ccc3nccnc3c2)CC1	-2	15	4	3	-3	1.1	4	0.96	-9
C=CCNC(=S)NNC(=O)COc1c(Cl)cc(Cl)cc1Cl	-1	38	3	0	26	0.98	-65	1.6	2
O=C(O)c1nn(CC(=O)N2CCCCCC2)c(=O)c2ccccc12	-1	1	1	0	-10	1.1	11	0.89	-15
COc1ccc(-c2nnc(NC(=O)C3CCCO3)s2)cc1 (stereo not given)	1	22	-15	9	1	1.1	-2	1	-10
O=C(NN1C(=O)NC2(CCCCC2)C1=O)c1ccc(-c2ccc([N+](=O)[O-])cc2)o1	-3	-13	3	0	-5	0.82	13	0.87	18
COc1cccc(C2C=C(c3ccc(OC)cc3OC)Nc3nnnn32)c1 (stereo not given)	0	0	-20	-2	-5	0.92	5	0.95	8
O=C(OCc1nnc(-c2ccccc2)o1)c1cccc(-n2cnnn2)c1	11*	25	-3	-3	-3	0.97	20	0.8	3
O=C(CCNC(=O)c1ccc(Cl)cc1)NCc1ccccc1Cl	-3	15	0	2	-5	0.99	-8	1.1	1
Cc1cc2n(n1)SC(Nc1cccc3ccccc13)N2 (stereo not given)	0	19	1	-4	-13	0.9	6	0.94	10
CCOC(=O)/C=c1\sc2n(c1=O)CCN=2	-2	-13	1	3	-2	0.96	-11	1.1	4

Fetched one by one from the entries so far:
SMILES	beta cell repl	NALP3 yeast inh	SENP1 inh	APOBEC3A inh	A3G deaminase	mIAP act	hIAP block	hIAP activ	mIAP inh
COc1cc(OC)c(C2SCCS2)c(OC)c1	0	2	0	5	1	0.85	-32	1.3	14
Cc1ccc(C2(C)NC(=O)N(CC(=O)N(C)CC(=O)Nc3cccc(F)c3)C2=O)cc1 (stereo not given)	-1	11	0	1	-1	0.91	16	0.84	9
O=C(OCc1nnc(-c2ccccc2)o1)c1cccc(-n2cnnn2)c1	11*	25	-3	-3	-3	0.97	20	0.8	3

New compounds follow:
SMILES	beta cell repl	NALP3 yeast inh	SENP1 inh	APOBEC3A inh	A3G deaminase	mIAP act	hIAP block	hIAP activ	mIAP inh
Cc1ccc(NC(=O)N2CCSc3ccccc32)cc1	1	33	2	2	5	0.99	-8	1.1	1
CN=C1N(C)C[C@@H]2[C@@H]3C(=O)N(C)C(=O)[C@@H]3[C@](C)(C(=O)OC)N12	·	·	2	6	8	0.96	·	·	4
COc1ccc(CNC(=O)CSCc2c(F)cccc2Cl)cc1	2	24	-1	-7	-6	1	4	0.96	0
Cc1cc(=O)[nH]c(-c2cccs2)n1	1	15	-1	0	2	1	1	0.99	-2
O=S(=O)(NCCc1ccccn1)c1ccc(OC(F)(F)F)cc1	4	19	-1	2	-1	1	-1	1	-3
C=CCNC(=O)CN(c1cc(Cl)ccc1OC)S(=O)(=O)c1ccc(C)c([N+](=O)[O-])c1	-4	-3	1	-4	-3	0.94	-5	1	6
CCOC(=O)C1CCN(C(=O)c2ccc3nc(-c4ccc(OC)cc4)c(-c4ccc(OC)cc4)nc3c2)CC1	-7	16	-36	-2	-6	0.89	-7	1.1	11
O=C(O)/C=C/c1ccc(S(=O)(=O)Nc2cccnc2)cc1	0	9	2	0	9	1	10	0.9	-3
Cc1ccc(S(=O)(=O)/C=C2\NC(=O)CS2)cc1	-3	11	-2	-3	-3	0.91	11	0.89	9
O=C1CCCC/C1=C\Nc1ccc(Cl)cn1	-1	15	-7	42*	2	0.99	1	0.99	1
CC(=O)c1ccc(NC(=O)C[n+]2ccc(N(C)C)cc2)cc1	-3	6	2	-5	-3	0.97	7	0.93	3
Cc1ccc(S(=O)(=O)N2C(=O)CCC2C(=O)O/N=C(\N)c2cccc([N+](=O)[O-])c2)cc1 (stereo not given)	-4	1	1	5	3	0.95	-20	1.2	4
O=[N+]([O-])c1ccc(NCc2ccccc2N2CCC(CO)CC2)nc1	-1	16	0	-4	-6	0.94	15	0.85	6
Cc1ccc(N(CC(=O)NCc2ccc(F)cc2)C(=O)c2snc(C(N)=O)c2N)cc1C	-3	24	-26	-6	-6	1.1	-20	1.2	-10
Nn1c(Cc2ccccc2)nc2cc(Cl)ccc2c1=O	0	-16	1	-2	-5	1	-11	1.1	0
COc1ccc(S(=O)(=O)N(C)c2ccc(C(=O)Nc3ccccc3C(=O)N3CCOCC3)cc2)cc1	0	10	0	1	-7	1	2	0.97	0
O=C(COC(=O)Cc1c(Cl)cccc1Cl)Nc1ccc2[nH]c(=O)[nH]c2c1	-1	0	-2	13	-3	0.97	-15	1.2	3
CCOC(=O)c1oc2ccc(S(=O)(=O)n3nc(-c4ccc(Cl)cc4)cc3N)cc2c1C	-5	1	2	0	-10	0.99	-8	1.1	1
CCC(Sc1nc2cc3c(cc2c(=O)n1Cc1ccco1)OCO3)C(=O)NCCOC (stereo not given)	0	7	0	-4	-5	1.1	-11	1.1	-8
COc1ccc(OC)c(S(=O)(=O)Nc2c(NC3CCCCC3)c3ccccc3oc2=O)c1	6	10	2	1	0	0.92	2	0.98	8
O=C(O)c1cc(N/C(=N\S(=O)(=O)c2ccc(F)cc2)c2ccccc2)ccc1O	-1	4	0	-1	-3	1	-18	1.2	-3
S=C(NCCN1CCOCC1)N1CCN(c2cccc(Cl)c2)CC1	-1	13	2	-3	-5	1	11	0.89	-1
CCc1[nH]nc2c1C(c1cccc(OC(=O)N3CCOCC3)c1)C(C#N)=C(N)O2 (stereo not given)	2	3	1	-3	-6	0.93	1	0.99	7
O=C(COC(=O)c1ccc([N+](=O)[O-])cc1)Nc1cccnc1Cl	3	3	3	0	-8	0.94	2	0.98	6
O=C(CNS(=O)(=O)c1ccc(Br)cc1)NC1CCCC1	4	7	2	1	0	1.1	-4	1	-8
CCc1ccc(NC(=O)CCN2C(=O)c3cccnc3C2=O)cc1	0	12	0	-2	-6	1	8	0.92	0
CCS(=O)(=O)N1Cc2ccccc2CC1C(=O)N(C)CC(=O)Nc1ccc(F)c(F)c1F (stereo not given)	-3	-4	3	-1	-2	0.98	-4	1	2
Cc1c(C(=O)NCCN2CCOCC2)oc2ccccc12	-1	1	-1	0	-6	0.91	10	0.9	9

Screening data from PubChem BioAssay.

An excerpt, so the mix of outcomes need not match the whole.
